CAL PDZ FP-1 – blocks peptide binding to the human CAL PDZ domain | 300,000 tested, 0.92% active | Q9HD26 | inhibition, % at 24.9 µM | AID 602252 | purified CAL PDZ, TMR-peptide fluorescence polarization, 1 h;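 active = mean inhibition of at least 30% with at least half of replicates also reaching 30%; inconclusive = no clear call, values can overlap the other calls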;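 also: 0% = DMSO neutral control and 100% = excess unlabeled competitor peptide PRC23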
E coli growth – reduces bacterial viability in AddAB counter-screen. E. coli V3065 growth, OD600 absorbance, 18 h. inhibition, % at 11.9 µM. 330,000 tested, 0.27% active;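 active = inhibition above the campaign's mean inhibition across all tested compounds plus 3 SD, cut at about 9.9% in these data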;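 also: uninfected addAB+ strain grown without phage in ampicillin broth; 0% = DMSO wells and 100% = ciprofloxacin 0.95 µg/ml wells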
SR-BI HDL uptake – blocks mouse SR-BI lipid uptake from DiI-HDL | ldlA[mSR-BI] CHO cells, DiI-HDL uptake fluorescence, 3 h | inhibition, % at 12.5 µM | 320,000 tested, 0.96% active;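 active = mean replicate inhibition of at least 70% and a set share of replicates each scoring 70 or more; inconclusive = meets just one of the two criteria; inactive = fails both criteria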;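 also: 0% = median of neutral control wells and 100% = median of positive control wells; values of inactives mirror those of a sister screen read the other way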
Target sequence (Q61009 whole entry, looked up): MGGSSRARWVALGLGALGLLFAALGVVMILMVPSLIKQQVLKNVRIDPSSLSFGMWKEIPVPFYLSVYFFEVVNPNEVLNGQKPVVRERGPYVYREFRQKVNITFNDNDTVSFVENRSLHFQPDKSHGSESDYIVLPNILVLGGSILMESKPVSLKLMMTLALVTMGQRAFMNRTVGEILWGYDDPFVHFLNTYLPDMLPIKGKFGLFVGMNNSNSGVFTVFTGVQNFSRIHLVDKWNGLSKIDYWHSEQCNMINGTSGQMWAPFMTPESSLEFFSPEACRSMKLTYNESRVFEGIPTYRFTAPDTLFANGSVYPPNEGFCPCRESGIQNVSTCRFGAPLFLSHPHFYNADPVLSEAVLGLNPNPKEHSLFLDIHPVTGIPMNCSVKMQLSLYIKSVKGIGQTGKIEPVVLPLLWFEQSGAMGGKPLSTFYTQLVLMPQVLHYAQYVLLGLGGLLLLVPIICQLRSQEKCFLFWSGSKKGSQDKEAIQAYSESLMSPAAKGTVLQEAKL
phage Ecoli inh – E. coli growth loss with phage present | growth absorbance | inhibition, % at 11.9 µM | 360,000 tested, 0.26% active | AID 651602; in the data active = inhibition above about 11%
CAL PDZ FP-2 – blocks peptide binding to human CAL PDZ domain; Q9HD26; purified CAL PDZ, TMR-peptide fluorescence polarization, 1 h; inhibition, % at 20 µM; 330,000 tested, 0.02% active; AID 504414;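 active = highest replicate inhibition of at least 40%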;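 also: plate controls were DMSO neutral control wells for no effect and unlabeled competitor peptide control wells for full effect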
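System: tagged CAL PDZ domain. Schedule: 1 h room-temperature incubation prior to read. Signal: fluorescence polarization (mP). Measure: percent inhibition from loss of millipolarization.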
AddAB inh – less growth of phage-infected E. coli with AddAB | inhibition, % at 11.9 µM | AID 435030 | E. coli expressing H. pylori AddAB, absorbance growth | 330,000 tested, 0.29% active; in the data active = inhibition above about 12%;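 also: 0% = vehicle wells of infected cells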
Tat transport – inhibitors of E. coli Tat protein transport. E. coli MC4100 TorA-mCherry Tat export, fluorescence. inhibition, % at 10 µM. 340,000 tested, 0.036% active. AID 488895;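 active = mean replicate inhibition at least 50% and at least half of replicates individually reaching 50%; inconclusive = only one of the two criteria met; inactive = neither criterion met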;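 also: exported cargo escapes ClpAP degradation while cytoplasmic cargo is degraded and loses fluorescence; 0% = median of neutral control wells and 100% = median of NaSCN control wells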
MITF TRPM1 HTS – MITF TRPM1 promoter activation in melanoma cells | 300,000 tested, 0.75% active | SK-MEL-5 TRPM1-promoter luciferase, 24 h; % of positive control, neutral wells = 0 | activation, % at 12.5 µM;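 active = mean activation of at least 80% with every replicate also reaching 80%; inconclusive = mean reaches 80% but some replicate falls short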;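 also: 0% = neutral control wells and 100% = parthenolide positive control wells; values of inactives mirror those of a sister screen read the other way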
SR-BI DiI-HDL act – activators of SR-BI mediated HDL lipid uptake | CHO ldlA[mSR-BI] cells, DiI-HDL uptake fluorescence, 3 h; 100 = double the neutral-control signal | activation, % at 12.5 µM | 320,000 tested, 0.096% active | AID 504775;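 active = mean replicate activation of at least 60% and every replicate at or above 60%; inconclusive = mean or all-replicate condition met, but not both; inactive = mean below 60% and not all replicates reaching 60%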;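 also: 0% = median plate neutral-control signal and 100% = twice that signal; values of inactives mirror those of a sister screen read the other way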
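system = CHO ldlA[mSR-BI] cells, LDL receptor-null, SR-BI overexpressing | medium = Ham's F12 with 0.5% BSA, HEPES 25 mM, pH 7.4 | probe or stimulus = DiI-HDL 10 µg/mL | compound dosing = single-point compound dose | incubation = compound exposure 3 h, 37 °C | technique = DiI fluorescence, bottom read | read-out = cell-associated DiI fluorescence as measure of HDL uptake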
Wnt bcat act – activators of Wnt/beta-catenin signaling; Wnt/beta-catenin reporter cell assay, activator, plate reader; activation, % at 9.35 µM; 300,000 tested, 1.2% active; in the data active = activation above about 30%, passing the limit was not always enough; inconclusive = no clear call, values can overlap the other calls;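 also: 0% = neutral control wells and 100% = positive control wells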
The depositor's hits bear a star; ? = inconclusive; · = not tested or not shown.

SMILES	CAL PDZ FP-1	E coli growth	SR-BI HDL uptake	phage Ecoli inh	CAL PDZ FP-2	AddAB inh	Tat transport	MITF TRPM1 HTS	SR-BI DiI-HDL act	Wnt bcat act
CCCc1nnc(NC(=O)CN2C(=O)c3ccccc3S2(=O)=O)s1	-1	1.4	-9	0.8	-1.1	1.5	3	1	9	-2
Cc1ccc(CNCc2cc(Cl)ccc2O)cc1	-2	2.9	-12	4.4	0.6	4.7	1	29	12	2
COc1ccccc1-n1c(=O)c(C#N)c(-c2ccc([N+](=O)[O-])cc2)c2cc(C(=O)c3cc(F)ccc3O)cnc21	-3	2.0	-7	1.0	-1.8	3.1	-6	-1	7	-1
CCOC(=O)N1CCN(Cc2nc3cc(NC(=O)CC(C)C)ccc3n2C)CC1	-1	0.7	-10	0.1	-0.5	-0.7	1	-4	10	-1
O=C1C=C(c2cccs2)CC(c2cccs2)C1n1cnc([N+](=O)[O-])c1 (stereo not drawn)	-4	-1.0	17	1.7	-1.8	1.4	-8	-3	-17	-5
CC1CC(C)(C)N(C(=O)CN2C(=O)c3ccccc3C2=O)c2ccccc21 (stereo not drawn)	-3	-2.3	25	3.1	-2.0	0.0	3	-5	-25	·
O=C(NCc1ccc(OC(F)(F)F)cc1)c1cccc2c1C(=O)c1ccc(N3CCCCC3)cc1S2(=O)=O	-6	3.1	-7	1.1	1.6	2.4	-5	-6	7	1
COc1cccc(NC(=S)N2CCC(c3ccc(C)cc3)C2)c1 (stereo not drawn)	-2	1.7	5	-0.4	0.2	2.9	10	46	-5	2
CSc1ccc(C(=O)C2CCCN(Cc3ccc(N4CCNC4=O)cc3)C2)cc1 (stereo not drawn)	1	1.8	7	4.0	-1.6	0.9	-3	1	-7	2
Nc1cc(S(=O)(=O)Nc2ccc(Br)cc2)ccc1Cl	3	1.6	·	5.3	-0.9	4.1	7	0	·	-4
Cc1ccc(S(=O)(=O)Oc2ccccc2/C=N/Nc2ccc(C(=O)O)cc2)cc1	-4	0.8	-2	1.7	-2.1	0.2	12	16	2	1
Cc1ccc(NC(=O)C2CCCN(S(=O)(=O)c3c(C)noc3C)C2)c(C)c1 (stereo not drawn)	1	-1.4	5	0.6	·	0.0	-1	-13	-5	0
Cc1ccc(N2CC(C(=O)Nc3nccs3)CC2=O)cc1Cl (stereo not drawn)	·	-0.4	-6	1.6	-3.1	-0.1	-12	15	6	·
Cc1ccccc1C(=O)NC1CCCN(Cc2ccccc2F)C1 (stereo not drawn)	8	-3.0	-6	0.9	-1.2	0.1	1	·	6	-1
Cn1cc(CNCc2ccccc2OCC(O)CN2CCc3ccccc3C2)cn1 (stereo not drawn)	-10	0.2	-2	1.1	-0.7	1.5	1	8	2	-4

3 consecutive compounds from above, quoted:
SMILES	CAL PDZ FP-1	E coli growth	SR-BI HDL uptake	phage Ecoli inh	CAL PDZ FP-2	AddAB inh	Tat transport	MITF TRPM1 HTS	SR-BI DiI-HDL act	Wnt bcat act
CCOC(=O)N1CCN(Cc2nc3cc(NC(=O)CC(C)C)ccc3n2C)CC1	-1	0.7	-10	0.1	-0.5	-0.7	1	-4	10	-1
O=C1C=C(c2cccs2)CC(c2cccs2)C1n1cnc([N+](=O)[O-])c1 (stereo not drawn)	-4	-1.0	17	1.7	-1.8	1.4	-8	-3	-17	-5
CC1CC(C)(C)N(C(=O)CN2C(=O)c3ccccc3C2=O)c2ccccc21 (stereo not drawn)	-3	-2.3	25	3.1	-2.0	0.0	3	-5	-25	·

The results go on:
SMILES	CAL PDZ FP-1	E coli growth	SR-BI HDL uptake	phage Ecoli inh	CAL PDZ FP-2	AddAB inh	Tat transport	MITF TRPM1 HTS	SR-BI DiI-HDL act	Wnt bcat act
Cc1cc(C(=O)N2CCN(Cc3ccccc3)CC2)on1	·	-1.5	·	2.7	0.0	2.1	5	-44	·	-3
CC(=O)NC1CCN(CC(=O)Nc2cccc([N+](=O)[O-])c2)CC1	-3	-1.2	-28	0.6	-2.4	-0.9	-3	-3	28	-3
CCOC(=O)c1cnn(-c2cc(C)nc3c(-c4ccccc4)c(C)nn23)c1N	0	-2.0	0	3.5	-1.3	1.5	-11	7	0	·
CCOc1ccc(NC(=S)Nc2ccc(OC)cc2)cc1	9	2.6	-3	4.0	0.3	4.3	5	-1	3	-5
COc1ccc(CCN2C(=O)c3cccc4c(C(=O)N5CCCCC5)ccc(c34)C2=O)cc1OC	-3	0.4	24	1.7	-2.6	1.9	-5	-48	-24	-4
Cc1ccnc(NS(=O)(=O)c2ccc(NS(=O)(=O)c3cccs3)cc2)n1	0	-0.2	-10	2.5	-0.3	0.5	-8	·	10	·
COc1ccc(C(=O)NNC(=O)C(=O)/C=C(\O)c2ccc(C)cc2)cc1	-4	-1.7	6	3.9	-3.4	3.8	-3	1	-6	1
CC(=O)OCCc1[nH]c2ccccc2c1C	0	0.5	-9	2.3	1.2	4.2	3	2	9	0
O=C(CC(Nc1cccc(Cl)c1Cl)C(=O)O)c1ccccc1 (stereo not drawn)	2	0.9	-34	2.2	-3.4	0.7	4	-1	34	0
COc1cccc(NC(=O)N2CCN(C(=O)C(Cc3ccc(OC)c(OC)c3)NC(C)=O)CC2)c1 (stereo not drawn)	-1	1.3	-4	·	-2.0	0.9	1	3	4	-5
CCn1c(SCC(=O)NCCc2ccccc2)nnc1-c1cccs1	-2	1.4	-7	3.8	-0.9	3.6	-1	9	7	·
CC12CCC(=O)N1C(C(=O)NCCN1C(=O)S/C(=C\c3ccccc3F)C1=O)CS2 (stereo not drawn)	1	0.7	·	-0.4	-2.0	3.1	2	10	·	-1
CC(C)n1ncc2c(C(=O)NCc3ccccc3CN(C)C)cc(C3CC3)nc21	1	-1.4	16	1.0	-1.8	-0.8	-1	40	-16	4
COc1ccc(C(=O)NC(=S)Nc2ccc(Cl)cn2)cc1OC	-4	-0.9	13	3.6	-0.3	1.2	0	-4	-13	4
Cc1ccc(NS(=O)(=O)c2ccc3c(c2)oc(=O)n3C)cc1	-4	·	5	1.9	0.3	·	6	·	-5	0
Cc1cc(SCC#N)n2nc(C)c(-c3ccc(Cl)cc3)c2n1	-1	-1.6	36	0.2	-0.2	-1.8	-2	-1	-36	·
CN1CCN(CC(O)Cn2c3ccccc3c3ccccc32)CC1 (stereo not drawn)	-1	0.6	·	-0.6	-0.1	-2.4	2	0	·	0
O=C(c1cc(Cl)ccc1O)N1CCN(S(=O)(=O)Cc2ccccc2)CC1	-1	-1.7	-28	1.1	-0.7	0.3	0	3	28	-4
COc1cccc(OC)c1C(=O)Nc1ccc(N2CCN(C(=O)c3cccs3)CC2)cc1	-1	2.2	40	2.9	-1.7	1.6	7	0	-40	-1
COc1ccc(CCC(N)=O)cc1OC	-6	3.0	-17	3.5	0.5	3.7	-3	8	17	-1
CC1COC(Cn2c3ccccc3c3ccccc32)O1 (stereo not drawn)	·	-2.1	-6	0.6	-0.3	0.3	-19	-1	6	-1
Cn1c(=NCC(O)COc2ccccc2)sc2ccccc21 (stereo not drawn)	-2	0.0	-8	0.8	-0.9	4.6	5	23	8	·
NC(=O)C(=O)N/N=C/c1cccc(C(F)(F)F)c1	-2	1.3	-14	-0.1	-1.4	1.7	2	-9	14	-1
Cc1cc(C(=O)COC(=O)c2ccc(O)cc2)c(C)n1CC1COc2ccccc2O1 (stereo not drawn)	-5	2.8	37	1.3	0.7	4.0	6	16	-37	-1
CCCCn1c(N)c(N(CC(C)C)C(=O)C2CCCO2)c(=O)[nH]c1=O (stereo not drawn)	1	0.2	5	3.6	-2.3	0.2	-1	6	-5	1
COc1ccccc1N(CC(=O)NC1CCCC1)C(=O)CNC(=O)c1cccs1	4	-1.3	·	2.2	-0.4	3.1	5	-14	·	-2
O=S(=O)(c1ccc(SCc2cccc(Cl)c2)nc1)N1CCCC1	-3	0.6	24	2.5	0.7	2.8	5	7	-24	?
CC(=O)c1cccc(NC(=O)C(C)OC(=O)CNC(=O)c2ccc(C)s2)c1 (stereo not drawn)	-7	4.1	7	1.2	-1.8	0.0	-2	-3	-7	-3
CC1(C)CC(N(Cc2ccc(F)cc2)C(=O)c2ccc(F)cc2)CCO1 (stereo not drawn)	-1	1.3	-26	4.0	-0.9	0.5	-1	13	26	-2
CN(C(=O)c1ccncc1)C1CCS(=O)(=O)C1 (stereo not drawn)	0	0.9	·	2.2	-0.1	3.2	-3	8	·	-4
CCN(C(=O)COC(=O)CCS(=O)(=O)c1ccc(C)cc1)C1CCS(=O)(=O)C1 (stereo not drawn)	0	3.2	-14	0.7	-2.1	1.3	2	0	14	0
COc1ccc(/C=C/C(=O)NCCCc2ccccc2)cc1	-3	1.2	10	3.9	-0.8	2.8	10	2	-10	1
COc1c(C)cccc1C(=O)NC(=S)Nc1ccccc1N1CCCC1	8	0.4	57	0.6	0.4	0.1	2	15	-57	10
Cc1cccc(CN2C(=O)[C@@H]3Cc4c([nH]c5ccccc45)C(C)(C)N3C2=O)c1	-3	4.0	58	3.0	-0.6	2.2	8	·	-58	2
Cc1cc(Br)c2c(c1)C(O)(N1CCCCC1C)C(=O)N2 (stereo not drawn)	-2	0.7	-7	4.6	-0.4	3.2	2	-5	7	-2
CCC(O)CNC(=O)CCc1nnc(C2(c3ccc(Cl)cc3)CCC2)o1 (stereo not drawn)	-4	-0.9	-10	0.7	-0.6	-1.9	-5	12	10	7
COc1ccc(CCNS(=O)(=O)c2cccc([N+](=O)[O-])c2)cc1	-3	-4.0	-8	2.2	-0.8	-2.3	-12	·	8	0
Cc1ccccc1/C=C/C(=O)c1ccc([N+](=O)[O-])o1	·	3.8	·	5.7	·	5.6	·	·	·	-18
Cn1ncc2c(N3CCC(Cc4ccccc4)CC3)ncnc21	-8	-2.9	-16	3.2	-0.9	0.8	3	-4	16	2
O=C(N/N=C/c1ccncc1)c1ccc(COc2cccc3cccnc23)cc1	12	-1.4	?	2.3	-5.6	-2.1	-6	1	-71	-1
N=c1sccn1CC(=O)NC(c1ccccc1)c1ccccc1	-5	-2.6	-1	3.6	-1.5	-0.5	0	8	1	-1
COc1ccc2nc3c(nc2c1)CCCC3	-5	-1.9	-4	-0.2	1.9	0.5	-9	27	4	8
CCCC12CN3CC(C)(CN(C1)C3c1ccc(OC(C)C)cc1)C2=O (stereo not drawn)	-3	0.7	-12	0.9	-0.9	-0.5	-4	·	12	·
Cc1ccsc1/C=C1\SC(=S)N(CC2CCCO2)C1=O (stereo not drawn)	-4	-2.5	14	1.4	-0.4	2.5	3	62	-14	24
CCOC(=O)c1cc(OC(=O)c2ccccc2)n(-c2ccccc2)n1	-5	-0.3	-20	-0.5	-0.4	1.7	0	-6	20	·
CC(=O)c1c(C)[nH]c2ccccc2c1=O	-3	0.2	-2	1.3	-0.5	7.1	-16	·	2	·
